LYP inh 2: LYP (human) phosphatase inhibition; Q9Y2R2; recombinant LYP catalytic domain, DiFMUP fluorescence; inhibition, % at 2 µM; 0.21% of 96,000 active; AID 640;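 active = inhibition at 2 µM at or above a set limit, the screen mean plus 3 SD, cut at about 24% in these data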;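 also: 0% = DMSO with enzyme and 100% = enzyme fully blocked by orthovanadate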
Target sequence (Q9Y2R2 whole entry, looked up, the tested form may be a part): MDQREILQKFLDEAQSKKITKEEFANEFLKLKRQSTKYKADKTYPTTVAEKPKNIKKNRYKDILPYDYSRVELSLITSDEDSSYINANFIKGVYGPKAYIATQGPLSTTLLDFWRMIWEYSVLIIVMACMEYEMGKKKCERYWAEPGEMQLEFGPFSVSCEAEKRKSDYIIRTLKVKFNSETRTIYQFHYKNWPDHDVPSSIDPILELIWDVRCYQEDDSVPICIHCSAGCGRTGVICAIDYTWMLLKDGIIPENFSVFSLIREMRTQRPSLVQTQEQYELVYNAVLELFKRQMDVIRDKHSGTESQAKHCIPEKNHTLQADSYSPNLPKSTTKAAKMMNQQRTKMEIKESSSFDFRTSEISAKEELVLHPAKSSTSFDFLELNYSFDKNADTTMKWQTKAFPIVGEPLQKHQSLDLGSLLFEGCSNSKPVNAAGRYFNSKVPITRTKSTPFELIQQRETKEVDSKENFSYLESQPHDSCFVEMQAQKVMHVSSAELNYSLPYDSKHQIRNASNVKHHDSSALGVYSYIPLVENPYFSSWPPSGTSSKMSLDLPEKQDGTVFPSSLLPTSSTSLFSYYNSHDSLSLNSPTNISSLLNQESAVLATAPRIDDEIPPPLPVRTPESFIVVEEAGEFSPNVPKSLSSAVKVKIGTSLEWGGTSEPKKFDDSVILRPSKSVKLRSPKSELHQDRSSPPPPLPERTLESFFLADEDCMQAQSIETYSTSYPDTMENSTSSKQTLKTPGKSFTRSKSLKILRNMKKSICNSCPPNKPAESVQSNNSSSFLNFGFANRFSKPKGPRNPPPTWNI
CYP2C9 act: CYP2C9 (human) activation | recombinant CYP2C9, luciferin-H conversion, luminescence; stronger effect = higher value; factor 1 = untreated enzyme, 0 = blocked | P11712 | activation factor at 5 µM | 1.4% of 96,000 active;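 active = activation factor of 2 or more for CYP2C9 at a 5 µM dose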;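 also: 0 = sulfaphenazole-blocked wells and 1 = vehicle-only wells; values of inactives mirror those of a sister screen read the other way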
PostGolgi yeast: growth inhibition of a yeast mutant, post-Golgi transport screen; post-Golgi transport phenotypic cell assay; inhibition, % at 10 µM; 0.9% of 98,000 active;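 also: yeast cells grown in 1536-well plates; yeast grown about 18 h at 30C before absorbance read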
LYP act: LYP (human) phosphatase activation; Q9Y2R2; recombinant LYP, DiFMUP fluorescence; 0 = plate median, 100 = signal doubled; activation, % at 2 µM; 0.11% of 96,000 active; AID 697;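 active = activation at 2 µM above a set limit, the mean plus 5 SD, cut at about 37% in these data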
Ecoli WT expand: growth inhibitors of E. coli BW25113 wild type | growth inhibition, % at 100 µM | AID 710 | 0.15% of 98,000 active | OD600 absorbance;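 active = growth inhibition above about 50% at one test dose, limit read from the data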;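 also: growth measured after 20 h incubation at 37 °C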
DAT uptake mod: modulates human dopamine transporter uptake under cocaine; Q01959; LLC-PK1 hDAT cells, [14C]-dopamine uptake with cocaine IC80; actives deviate in either direction; B-score at 10 µM; 1.3% of 110,000 active; AID 449768;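 active = Z score or B-score, a plate-position-corrected score, falls beyond the plate's 99.7% confidence bounds, in either direction; inactive = both scores lie inside the 99.7% bounds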;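 also: scored against the spread of the other compound wells on the same plate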
PTK2B oligo ant: blocks oligomerization of human Pyk2 in cells; Q14289; Q293 cells, Pyk2 FERM NanoBiT luminescence; stronger effect = lower value; z-score (the deposit names both 25 µM and 10 µM); 0.83% of 99,000 active;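 active = Z-score of -3 or lower, scaled per plate to the spread of control and sample wells; inactive = z-score above -3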;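 also: negative z-score means lost luminescence so less FERM oligomerization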
CYP2C9 inh: human CYP2C9 inhibition | P11712 | CYP2C9 Supersomes, luciferin-H conversion, luminescence | inhibition, % at 5 µM | 20% of 96,000 active | AID 777;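 active = blocking of liver enzyme CYP2C9 beyond about 50% at 5 µM, limit read from the data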; also: values of inactives mirror those of a sister screen read the other way
PostGolgi ctrl: yeast control strain growth, post-Golgi counter-screen; efflux-deficient yeast background strain, growth absorbance A615, 16 h; inhibition, % at 10 µM; 5% of 98,000 active; AID 738
An asterisk follows results filed as active; . = not tested or not shown; & = joins results of further samples. Rule as the data show it, unless noted: active = inhibition above about 30%; inactive = the rest.

SMILES	LYP inh 2	CYP2C9 act	PostGolgi yeast	LYP act	Ecoli WT expand	DAT uptake mod	PTK2B oligo ant	CYP2C9 inh	PostGolgi ctrl
CCn1c(CSc2nnc(-c3ccc4c(c3)OCO4)o2)nc2cc(S(=O)(=O)N(C)C)ccc21	.	0.2	-3	.	-11	1.4	-0.38	81*	2
CCOC(=O)/C(C#N)=C\C=C1C=CN(C)C=C1	-8	1	-20	10	-2	-0.95	0.02	5	5
CC(=O)OCC(OC(C)=O)C(OC(C)=O)C(OC(C)=O)C(=O)Nc1ccc(C)cc1C (centres undefined)	9	1.1	3	-10	0	-0.55	0.52	-6	-5
Cc1noc(C)c1COc1ccc(C(=O)OCC(=O)NC2CCCCC2C)cc1 (centres undefined)	-24	0.4	2	28	-2	0.39	1.6	59*	4
CN(C)S(=O)(=O)c1cccc(C(=O)OCC(=O)Nc2sccc2C#N)c1	16	0.8	-24	-17	-2	0.48	0.31	23	-1
COc1cc(C(=O)N2CCC(c3nc(-c4cccnc4)no3)CC2)cc(OC)c1OC	0	1.1	-7	7	2	0.83	-0.37	-7	6
Cc1cccc(N(C(=O)Nc2ccccc2)C2=NCC(C)S2)c1 (centres undefined)	.	0.2	6	.	12	0.57	.	81*	-2
N#CCSc1ccsc1C(=O)Nc1ccc(F)cc1	-4	1.2	-2	2	-8	0.37	0.03	-23	5
CCCc1[nH]nc2c1C1(C(=O)N(CC)c3ccccc31)C(C#N)=C(N)O2 (centres undefined)	4	0.9	13	-4	-3	0.41	-0.15	8	0
CCc1ccc(C2C(C(C)=O)=C(C(=O)OC)Nc3nnnn32)cc1 (centres undefined)	-4	.	-9	1	-8	-0.4	0.63	.	-3

Structural class: the compounds so far containing two or more sulfur atoms
SMILES	LYP inh 2	CYP2C9 act	PostGolgi yeast	LYP act	Ecoli WT expand	DAT uptake mod	PTK2B oligo ant	CYP2C9 inh	PostGolgi ctrl
CCn1c(CSc2nnc(-c3ccc4c(c3)OCO4)o2)nc2cc(S(=O)(=O)N(C)C)ccc21	.	0.2	-3	.	-11	1.4	-0.38	81*	2
CN(C)S(=O)(=O)c1cccc(C(=O)OCC(=O)Nc2sccc2C#N)c1	16	0.8	-24	-17	-2	0.48	0.31	23	-1
N#CCSc1ccsc1C(=O)Nc1ccc(F)cc1	-4	1.2	-2	2	-8	0.37	0.03	-23	5

(listing goes on)
SMILES	LYP inh 2	CYP2C9 act	PostGolgi yeast	LYP act	Ecoli WT expand	DAT uptake mod	PTK2B oligo ant	CYP2C9 inh	PostGolgi ctrl
Cn1c(C(=O)N2CCN(c3cccc(C(F)(F)F)c3)CC2)cc2sccc21	.	1.6	4	.	-29	0.16	0.36	-62	48*
O=P1(Nn2cnnc2)C=C(c2ccccc2)OC(c2ccccc2)=C1	-14	1.2	9	15	5	0.52	0.76	-22	22
COc1ccc(Oc2c(C=O)c3ccccc3n2C)cc1	-5	1.3	-12	3	9	0.36	-1.3	-34	6
CC(C)Cn1c(SCC(=O)c2c(N)n(C)c(=O)n(C)c2=O)nc2ccccc21	-1	1.3	0	7	-16	-0.2	0.23	-27	8
O=S(=O)(Nc1nc2ccccc2nc1NCc1ccco1)c1cccs1	-11	0.2	-13	18	4	-0.85	1.9	78*	-1
Cc1cc(-c2ccc(Cl)cc2)oc(=O)c1NC(=O)c1ccccc1	-1	0.8	-15	-2	-1	0.028	1.6	17	-4
Cc1ccc(S(=O)(=O)N2CCN(C(=O)CCC(=O)OCC(=O)Nc3cccc(C#N)c3)CC2)cc1	-2	0.3	2	2	-8	0.0066	1.2	75*	32*
CCOC(=O)C1CCCN(C(=O)CC(c2ccccc2)c2ccccc2)C1 (centres undefined)	-4	.	.	5	.	0.038	-0.51	.	.
Cc1c(Cc2ccccc2)c(=O)oc2c(C)c(OCc3nn[nH]n3)ccc12	-2	0.2	31*	1	2	0.23	-1.1	81*	1
Cc1cc(Cl)c(S(=O)(=O)N2CC(C)OC(C)C2)cc1OCC(N)=O (centres undefined)	-6	1.6	10	2	-1	0.097	0.7	-56	-10
COC(=O)c1ccc(C(=O)OC)nc1	-10	1	-3	8	-4	0.26	0.48	-4	-3
COc1ccc(N2CCN(C(=O)CN(Cc3ccc(Cl)cc3)S(C)(=O)=O)CC2)cc1	4	1	-3	-3	-7	-0.0072	1.1	-2	15
COc1ccc(OC)c(S(=O)(=O)Nc2ccc(O)c3ccccc23)c1	0	0.2	.	-1	.	0.43	-0.37	84*	.
O=C(c1ccc(CS(=O)(=O)c2c(Cl)cccc2Cl)o1)N1CCN(c2ccccn2)CC1	-9	1	-2	6	-4	1.4&0.27	.	0	1
Cn1c(/N=C/c2cccs2)nc2ccccc21	-4	1.1	-1	1	5	0.12	0.47	-8	9
CC(=O)N1CCc2cc3nc(C)cc(C)c3cc21	-2	0.9	13	0	-4	.	1.5	7	5
Cc1cc(C)nc(-n2nc(C)c3c(C)c(C)c(C)nc32)n1	7	1	-2	-6	-6	-0.47	.	0	3
CC1OC(Nc2cccc3ccccc23)C(O)C(O)C1O (centres undefined)	-5	1	17	3	13	-0.83	-1.8	4	-2
Cn1c(=O)n(C/C=C/c2ccccc2)c(=O)c2c1nc1n2CCCN1Cc1ccccc1	8	0.9	-1	-8	-8	1	-0.21	10	32*
O=C(O)c1ccccc1C(=O)NCc1ccccc1	-3	1.1	-6	0	-10	0.57	-0.01	-9	-7
COc1cccc(C(c2nnnn2Cc2ccccc2)N2CCN(C3CCCC3)CC2)c1OC (centres undefined)	-2	0.9	14	0	-1	-0.77	-1.2	6	3
COc1ccc(S(=O)(=O)NCCSC(C)(C)C)cc1	-2	0.8	3	4	13	-0.4	-0.54	16	4
CN(C)CCOC(=O)Cc1ccc(Cl)cc1	2	1	3	-1	-3	1.1	0.71	2	-11
CCC(CO)N=CC1=C(O)CC(C)(C)CC1=O (centres undefined)	-8	1	-6	7	0	0.23	0.85	1	4
CCc1ccc2oc(=O)cc(CN(C)Cc3ccccc3)c2c1	-2	0.8	7	2	-7	-0.013	-0.44	16	28
CCN(CC)CCN(C(=O)Cn1nnc(-c2ccc(OC)c(OC)c2)n1)C(C(=O)NC1CCCC1)c1ccc(F)cc1 (centres undefined)	5	1	-2	-5	-12	1.3	-0.23	3	4
N#Cc1c(SCc2ccc(Cl)cc2)sc(C(=O)c2ccccc2)c1N	11	0.6	15	-7	-19	-0.62	0.19	36	4
Cc1ccc(N2CC(c3nc4ccccc4n3C)CC2=O)cc1C (centres undefined)	-2	1.4	1	-2	5	1.3	.	-42	-6
C=CCN(Cc1cccc(OC)c1OC)S(=O)(=O)N(C)C	10	0.8	-7	-7	3	-0.0053	0.28	20	-5
Cc1cc(S(=O)(=O)Nc2nc(CN3CCOCC3)nc3sc4c(c23)CCCC4)ccc1F	9	0.1	3	-9	1	.	7	88*	11
O=C(c1cccc(N2CCCC2=O)c1)N1CCN(c2ccccc2)CC1	-5	.	.	9	.	0.93	-0.75	.	.
COc1ccc(NC(=O)c2sc(SC)nc2N)cc1	.	0.9	1	.	3	0.8	0.44	8	-3
Cc1cc(NC(=O)COC(=O)c2c(C)nn(-c3ccccc3)c2C)no1	4	0.7	0	-8	-2	0.072	-0.6	29	2
CC1(C)C(=O)NCCN1C(=O)CCC(=O)O	-4	.	.	3	.	-0.16	0.31	.	.
COc1ccc(S(=O)(=O)N2CCc3ccccc3C2)cc1OC	-12	2.4*	1	9	-9	-0.51	-0.96	-142	11
Cc1cc(C)n2nc(C(=O)Nc3ccc4c(c3)OCO4)nc2n1	5	1	4	-7	3	-0.18	1.6	4	3
Cc1cccc(C)c1OCC(O)Cn1ccnc1C (centres undefined)	-3	0.8	-7	1	9	-0.44	.	23	4
COCC(C)n1c(C)cc(C(=O)Cn2c(=O)oc3ccccc32)c1C (centres undefined)	5	1	13	-7	0	0.51	1	-4	3
COc1ccc(NC(=O)c2cccnc2Cl)c(S(=O)(=O)N2CCOCC2)c1	4	0.9	4	-2	5	-0.36	0.76	9	8
Cc1nc2sc(C(c3ccco3)N3CCOCC3)c(O)n2n1 (centres undefined)	5	.	.	-10	.	-0.13	0.21	.	.
COc1ccc(C2C(C#N)=C(C)NC3=C2C(=O)CC(C)(C)C3)cc1 (centres undefined)	10	0.3	-8	-8	5	-1.4	1.4	66*	2
CCn1c(SCC(=O)Nc2ccc3c(c2)c2ccccc2n3CC)nnc1-c1cnccn1	.	1.4	9	.	2	2.5*	-0.5	-44	8
Cc1ccccc1Nc1c(N)c(=O)oc2ccccc12	-2	0.4	2	0	5	-7.7*	-0.31	65*	19
Cc1ccc(S(=O)(=O)NCCC(=O)Nc2nnc(C3CC3)s2)cc1C	-4	1.1	18	1	-7	0.45	1.7	-13	2
COc1cccc(/C=C2\N=C(c3c(-c4ccccc4)noc3C)OC2=O)c1	-1	0.9	3	5	0	1.5	-1.1	10	2
CCOc1cc(S(=O)(=O)N(Cc2ccccc2)Cc2ccccc2)c(OCC)cc1-n1cnnn1	12	0.6	1	-8	-14	.	0.19	41	6
O=c1c([N+](=O)[O-])c(NC2CCCCC2)c2ccccc2n1-c1ccccc1	1	.	.	-2	.	-0.11	-3.7*	.	.
COC(=O)Nc1nnc(CC(=O)Nc2ccccc2C)s1	-15	.	.	10	.	-0.53	-0.65	.	.
Cc1cc2oc(=O)cc(CSc3nc(N)cc(N)n3)c2cc1C	-4	1.4	1	2	4	-0.072	-0.9	-44	0
COc1ccc(/C=C/c2cc(-c3ccc(C)cc3)o[n+]2C)cc1	10	1	-6	-5	43	-1.1	-2.1	2	21

Carrying on:
SMILES	LYP inh 2	CYP2C9 act	PostGolgi yeast	LYP act	Ecoli WT expand	DAT uptake mod	PTK2B oligo ant	CYP2C9 inh	PostGolgi ctrl
CC1CC(C(F)F)n2nc(C(=O)Nc3sc4c(c3C#N)CCC(C(C)(C)C)C4)nc2N1 (centres undefined)	7	.	.	-7	.	0.12	-0.09	.	.
O=C(COc1ccc2c(C(F)(F)F)cc(=O)oc2c1)Nc1ccc2c(c1)OCCO2	12	0.8	-3	-13	2	-0.22	0.98	23	4
CCOC(=O)c1cc2ccc(OC(=O)c3ccco3)cc2oc1=O	-4	1	2	0	-2	0.16	2.5	0	7
Cc1cc(C)c(NC(=O)CN(c2ccccc2)S(=O)(=O)N(C)C)c(C)c1	12	0.7	3	-10	-3	-0.059	-0.91	31	7
Cc1ccc(-n2c(C)cc(C(=O)CSc3nncs3)c2C)cc1	.	0.1	-4	.	-19	0.29	0.22	90*	48*
COc1ccc(Br)cc1C(=O)Nc1nnn(C)n1	3	1.8	-2	-2	-5	-0.35	-0.25	-75	11
CCCc1noc2c1/C(=N\O)CC(CC(C)SCC)C2 (centres undefined)	-8	0	4	4	13	0.2	-2	98*	13
COc1ccccc1NC(=O)CN1CCN(c2ccc(Cl)cc2)CC1	3	0.7	1	-3	-6	-0.12	0.32	32	32*
CCCCCn1c(Br)nc2c1c(=O)n(CC(N)=O)c(=O)n2C	11	1	-6	-10	-1	-0.61	0.57	-3	-4
O=C(CSc1nc(-c2ccc(F)cc2)cs1)N1CCN(C(=O)c2ccco2)CC1	.	1.3	21	.	-1	-1.5	-0.2	-30	3
CCCC(=NCC(=O)O)C1=C(O)C(C(=O)OC)C(C)(C)CC1=O (centres undefined)	-5	1	-3	4	3	-0.15	-0.23	-1	-2
CCc1cc2cccc(C)c2nc1SCC(=O)N1CCN(C(=O)c2ccco2)CC1	.	0.4	-4	.	0	0.68	-1	57*	36*
CCC(C)c1c(O)nc(SCC(=O)c2ccccc2)[nH]c1=O (centres undefined)	3	0.5	0	-5	-2	0.034	0.67	54*	10
Cc1nn(-c2ccccc2)c2c1C(c1cccs1)C(C#N)=C(N)O2 (centres undefined)	-11	0.2	-6	10	7	-0.42	-0.43	79*	2
O=C(NC1CCCC1)c1ccc(CNc2c(N3CCOCC3)c(=O)c2=O)cc1	2	1.2	5	-5	9	-0.14	.	-20	-5
N#CCSc1nnc(CNc2cccc(Cl)c2)o1	5	1.4	4	-4	2	-0.68	1.3	-43	3
O=c1n(Cc2ccccc2)c2cc(Cl)cnc2n1Cc1ccccc1	9	0.9	-1	-10	0	-0.25	-1.8	9	14
CCOC(=O)N1CCN(C(=O)c2oc3ccc(S(=O)(=O)N4CCCCC4)cc3c2C)CC1	-2	0.7	0	1	9	3*	1.6	26	4
